High-throughput results (PubChem)
Kir21 inh – Kir2.1 (mouse) channel inhibition | P35561 | HEK293-Kir2.1, FluxOR thallium flux fluorescence; stronger effect = lower value | B-score at 10 µM | 310,000 tested, 0.85% active;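 active = fluorescence ratio B-score at or below minus 3 SD of library scores, with starting-brightness B-score within 2 SD, cut at about -4.2 in these data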;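 note: channel flux triggered by added potassium and thallium sulfate stimulus; B-score of peak minus minimum fluorescence over baseline after thallium stimulus; more negative B-score means stronger Kir2.1 block with less thallium influx; some compounds called inactive have numbers as strong as hits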
Target sequence (P35561 whole entry, looked up): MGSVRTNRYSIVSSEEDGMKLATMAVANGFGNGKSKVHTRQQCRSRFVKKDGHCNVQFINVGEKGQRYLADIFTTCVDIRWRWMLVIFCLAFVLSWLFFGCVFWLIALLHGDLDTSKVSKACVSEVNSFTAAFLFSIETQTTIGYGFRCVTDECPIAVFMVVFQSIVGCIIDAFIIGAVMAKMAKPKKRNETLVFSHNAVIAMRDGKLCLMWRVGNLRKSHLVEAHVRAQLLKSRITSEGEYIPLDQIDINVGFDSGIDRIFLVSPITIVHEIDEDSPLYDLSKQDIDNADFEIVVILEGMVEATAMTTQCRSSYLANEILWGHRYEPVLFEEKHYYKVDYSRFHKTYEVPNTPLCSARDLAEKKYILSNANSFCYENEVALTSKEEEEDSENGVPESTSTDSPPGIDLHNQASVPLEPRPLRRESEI
STK33 kinase inh – blocks human STK33 kinase activity; Q9BYT3; 320,000 tested, 0.073% active; AID 2661; inhibition, % at 10 µM; purified STK33, MBP phosphorylation, ADP-Glo luminescence;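 active = inhibition at or above 25%, using the most active replicate where run in duplicate; inactive = inhibition below 25%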
Target sequence (Q9BYT3 whole entry, looked up): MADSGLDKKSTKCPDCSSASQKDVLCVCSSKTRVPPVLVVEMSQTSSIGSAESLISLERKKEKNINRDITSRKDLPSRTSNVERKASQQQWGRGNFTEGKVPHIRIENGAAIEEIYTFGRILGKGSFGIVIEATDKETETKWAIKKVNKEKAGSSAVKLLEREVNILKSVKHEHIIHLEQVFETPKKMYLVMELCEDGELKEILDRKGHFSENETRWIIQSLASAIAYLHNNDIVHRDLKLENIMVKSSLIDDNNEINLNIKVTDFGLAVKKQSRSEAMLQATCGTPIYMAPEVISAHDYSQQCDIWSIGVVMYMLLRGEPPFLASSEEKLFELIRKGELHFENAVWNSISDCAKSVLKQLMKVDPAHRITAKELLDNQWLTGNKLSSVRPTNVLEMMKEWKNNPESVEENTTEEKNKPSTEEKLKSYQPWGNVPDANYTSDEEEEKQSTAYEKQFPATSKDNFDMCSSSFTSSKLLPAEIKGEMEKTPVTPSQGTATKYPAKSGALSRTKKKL
* marks the source's active call; other numbers are inactive results; x = not tested or not shown.

SMILES	Kir21 inh	STK33 kinase inh
Cc1ccc(C)c(COc2coc(CN3CCN(C(=O)c4ccco4)CC3)cc2=O)c1	0	x
Cc1nc(Sc2nnnn2C)c2c3c(sc2n1)CCC3	x	-0.6
Cc1ccc(NC(=O)c2cnc(N3CCN(c4ccccn4)CC3)c3ccccc23)c(Br)c1	0.91	-2.7
O=C(Cc1ccccc1)Nc1ccc2c(c1)CCC2	-0.43	0.0
O=S(=O)(c1ccc(Cl)cc1)N1CCC2(CC1)OCCN2S(=O)(=O)c1cccs1	-0.24	x
CC1CCN(S(=O)(=O)c2cn(CC(=O)Nc3cccc(C#N)c3)cn2)CC1	-0.08	0.4
COc1ccc(C(=O)c2ccc(OC)cc2O)c(O)c1	-0.02	-1.3
CCN(C(=O)CCc1nnc2ccc(NCc3ccco3)nn12)c1ccccc1	1.25	-1.3
NC(Cc1c[nH]c2ccc(OCc3ccccc3)cc12)C(=O)O (stereo not given)	0.05	-1.0
Cc1ccccc1NC(=S)NC(=O)CCc1ccccc1	0.85	-0.4

Exported as a markdown table: entries from further up.
| smiles | Kir21 inh | STK33 kinase inh |
| --- | --- | --- |
| COc1ccc(C(=O)c2ccc(OC)cc2O)c(O)c1 | -0.02 | -1.3 |
| CCN(C(=O)CCc1nnc2ccc(NCc3ccco3)nn12)c1ccccc1 | 1.25 | -1.3 |
| NC(Cc1c[nH]c2ccc(OCc3ccccc3)cc12)C(=O)O (stereo not given) | 0.05 | -1.0 |
| Cc1ccccc1NC(=S)NC(=O)CCc1ccccc1 | 0.85 | -0.4 |

Returning to the listing, starting four compounds before the break.
SMILES	Kir21 inh	STK33 kinase inh
COc1ccc(C(=O)c2ccc(OC)cc2O)c(O)c1	-0.02	-1.3
CCN(C(=O)CCc1nnc2ccc(NCc3ccco3)nn12)c1ccccc1	1.25	-1.3
NC(Cc1c[nH]c2ccc(OCc3ccccc3)cc12)C(=O)O (stereo not given)	0.05	-1.0
Cc1ccccc1NC(=S)NC(=O)CCc1ccccc1	0.85	-0.4
O=S(=O)(Nc1nc2ccccc2nc1NCCN1CCOCC1)c1cccc(Cl)c1	-0.09	0.9
CC(C)CNC(=O)COc1cccc(C(=O)NCc2ccccc2)c1	-0.03	0.7
COc1ccc(CCNC(=O)CCNC(=O)c2ccc(Br)cc2)cc1OC	-0.28	-0.1
COC(=O)c1ccccc1NC(=O)CN1CCC(n2nnc3cc(C(F)(F)F)ccc32)CC1	0.71	1.1
Cc1cc2ncn(C(=O)c3c(-c4c(Cl)cccc4Cl)noc3C)c2cc1C	-0.18	-0.6
C=CCSc1nc(N)c(C(=O)Nc2ccccc2OC)cc1C(=O)Nc1ccccc1	0.43	-2.4
C=CCn1c(C2CC(=O)N(c3ccc(C)cc3)C2)nc2ccccc21 (stereo not given)	-0.77	-0.7
CCCN(CCC)CCNC(=O)C1CCCN(S(=O)(=O)c2ccc3c(c2)oc(=O)n3C)C1 (stereo not given)	-0.06	0.0
CNC(=O)OCCSCCS(=O)(=O)c1ccc(Cl)cc1	-0.14	-0.3
NC(=O)CN(c1ccc([N+](=O)[O-])cc1)S(=O)(=O)c1ccccc1	1.25	-1.5
Cc1ccc(S(=O)(=O)c2ccc(Cl)cc2)cc1S(N)(=O)=O	-0.94	-2.1
CCOC(=O)Cn1c(=O)oc2cc(S(=O)(=O)N(C)Cc3ccccc3)ccc21	1.41	-2.1
COc1ccccc1C(=O)NC(=S)Nc1ccc(N2CCN(C(=O)c3ccco3)CC2)cc1	0.65	-1.0
COc1ccc(-c2nnnn2C)cc1S(=O)(=O)NCCc1ccccc1	0.73	-0.4
COc1ccc(NC2=NC3(CCCCC3)N=C(N)N2)cc1	-0.26	2.0
CC(C)c1ccc(Nc2nnc(SCC(=O)Nc3ncc(S(=O)(=O)c4ccc([N+](=O)[O-])cc4)s3)s2)cc1	-2.42	-0.4
O=S(=O)(/N=C(/Nc1ccccc1)c1ccccc1)c1cccs1	-0.28	0.0
O=c1c2ccccc2ncn1CCCCOc1ccccc1F	0.29	-4.6
CCOC(=O)c1c(NC(=O)c2ccc(N3C(=O)C4C5C=CC(C5)C4C3=O)cc2)sc2c1CCCC2 (stereo not given)	0.32	0.3
COc1cc(CO)ccc1OCC(=O)Nc1cccc2ccccc12	-3.28	-2.0
Cc1cc(C)n2nc(C(=O)OCC(=O)NNC(=O)c3ccccc3)nc2n1	x	-0.2
CN(Cc1ccccc1)c1ccc(C(=O)O)cc1[N+](=O)[O-]	-0.59	-0.8
c1ccc2c(NCCc3c[nH]c4ccccc34)c3ccccc3nc2c1	-11.9*	-0.8
Cc1[nH]c(=O)[nH]c(=O)c1S(=O)(=O)Nc1ccc(Oc2ccccc2)cc1	0.63	0.2
CCc1cc2c(=O)nc3n(c2s1)Cc1ccccc1/C3=C(/O)c1ccc(F)cc1	-0.89	0.3
COc1ccccc1-c1nc2ccccc2c(=O)n1NC(=O)c1cccs1	2.16	2.2
COc1ccccc1CN1CCN(C(c2ccccc2)c2ccccc2)CC1	-0.07	-0.7
Cc1cccc(-n2nnc(C(=O)NCc3ccco3)c2N)c1	-0.15	0.6
O=C(CNC(=O)c1ccco1)N=Nc1c(O)n(CCc2ccccc2)c2ccccc12	0.29	-0.7
O=C(CCn1c(=O)oc2ccccc21)NC1=NCCS1	1.43	1.5
CCN(CC)S(=O)(=O)c1cc(C(=O)OCC(=O)Nc2c(F)cccc2F)ccc1F	-0.05	2.2
CC(C(=O)Nc1ccccc1Sc1ccccc1)N(c1ccccc1)S(C)(=O)=O (stereo not given)	-1.1	-0.4
CC1CC(C)CN(C(=O)CSc2nc3ccsc3c(=O)n2Cc2ccccn2)C1 (stereo not given)	0.9	0.8
COc1ccc(Cc2nc(-c3ccccn3)no2)cc1	-2.7	1.7
COC(=O)c1cc(CNC(=O)CCCSc2ccccc2)ccc1OC	-1.87	x
COc1ccc(C(=O)NC(=S)Nc2ccc3[nH]c(=O)[nH]c3c2)c(OC)c1	-1.19	1.1
OC(COc1ccc2ccccc2c1Cl)CN1CCOCC1 (stereo not given)	-0.97	-3.3
CCCOc1ccc2c(c1)C(=NN=C(N)N)c1cc(OCCC)ccc1-2	1.37	-0.9
Cc1ccc(C(=O)OCC(=O)NCc2ccco2)cc1S(=O)(=O)N1CCOCC1	0.5	-1.4
Cc1nn(C)c(C(=O)NNC(=S)NCC(C)C)c1Cl	-1.17	-0.8
O=C(CNC(=O)C1CCCCC1)Nc1ccccc1	0.59	-0.4
NS(=O)(=O)c1ccc(NC(=O)C2CCCO2)cc1 (stereo not given)	1.17	0.0
C[C@@H](C(=O)NNC(=O)c1ccc(Cl)cc1)N1C(=O)C2CC=CCC2C1=O (stereo not given in full)	x	-0.8
CCn1c(SCC(=O)Nc2cc(C)on2)nnc1-c1ccccc1	0.35	-0.8
CCC(C)(C)NC(=O)C(NS(=O)(=O)c1cccs1)c1ccccc1 (stereo not given)	-0.28	0.8
COc1cc(OC)cc(C(=O)NC(C)CCc2ccccc2)c1 (stereo not given)	2.03	-1.8
Cc1cccc(-c2nn(-c3ccccc3)cc2C(=O)N2CCN(C3CCS(=O)(=O)C3)CC2)c1 (stereo not given)	x	-0.5
Cc1cccc(Nc2nc(N)nc(CCl)n2)c1	0.79	0.7
CS(=O)(=O)N(CC(=O)O)c1ccc(C23CC4CC(CC(C4)C2)C3)cc1	-1.81	-1.4
COc1cc(/C=C/C(=O)OCC(=O)N2c3ccccc3CC2C)cc(OC)c1OC (stereo not given)	x	1.0
The listing continues:
SMILES	Kir21 inh	STK33 kinase inh
CCOC(=O)CSc1nnc(CNC(=O)c2ccc([N+](=O)[O-])cc2)n1C	1.23	-1.9
COc1ccc(CNC(=O)C2CCN(S(=O)(=O)c3ccc4c(c3)N(C(C)=O)CCO4)CC2)cc1	0.01	1.4
CCCOc1ccc(C(=O)NNC(=S)NC(=O)c2ccccc2)cc1	0.88	-1.1
CCCCN(C(=O)c1[nH]c(C)c(C(C)=O)c1C)c1c(N)n(CCCC)c(=O)[nH]c1=O	1.24	-2.1
Cc1cc(C(=O)CSc2nnc(-c3cccnc3)n2-c2ccccc2F)c(C)n1C	1.52	-0.8
CCOc1c2ccc(C(=O)NCCCCc3ccccc3)cc2nn1CC	-0.48	-0.4
O=C(CCN1N=C(c2ccccc2)CCC1=O)NCCCN1CCOCC1	2.04	0.2
COCc1ccc([C@@H]2C[C@H]3CN(Cc4cccnc4)C(=O)[C@]34CCCN24)o1	0.32	-2.9
CCCCNC(=O)CCn1c(=S)[nH]c2cc3c(cc2c1=O)OCO3	-1.2	-0.5
COc1ccc(C)cc1NC(=O)c1cccc(C(=O)Nc2cc(C)ccc2OC)c1	0.61	-0.4

With a hit mark in Kir21 inh, of those listed so far:
SMILES	Kir21 inh	STK33 kinase inh
c1ccc2c(NCCc3c[nH]c4ccccc34)c3ccccc3nc2c1	-11.9*	-0.8

New compounds follow:
SMILES	Kir21 inh	STK33 kinase inh
CCOC(=O)C(NC(C)=O)(Nc1ccc(S(=O)(=O)Nc2ccncn2)cc1)C(F)(F)F (stereo not given)	0.8	-0.4
S=c1[nH]nc(COc2ccc(Cl)cc2)n1Cc1ccco1	-0.62	-1.0
CS(=O)(=O)c1ccc(C(=O)Nc2cc(-c3ccccc3)nn2-c2ccccc2)cc1	x	4.4
O=C(COc1ccc(Cl)cc1)NNC(=O)c1ccc(=O)[nH]c1	x	-0.3
COc1ccccc1/C=C1\SC(=S)N(CC(=O)NC2CCS(=O)(=O)C2)C1=O (stereo not given)	0	-1.7
CS(=O)(=O)c1ccccc1C(=O)Nc1nc2ccccc2[nH]1	1.78	19.0
Cc1cccc(NC(=S)N(Cc2cccc(Br)c2)CC2CCC(C(=O)O)CC2)c1 (stereo not given)	-0.16	-2.7
Cc1ccc(-c2nc(CSc3nc4ccccc4c(=O)n3CCO)cs2)cc1	-0.3	0.0
Cc1ccc(NC(=O)CSCc2cc(=O)n3ccsc3n2)cc1	0.04	-0.7
O=C(CNc1cccc(S(=O)(=O)N2CCOCC2)c1)Nc1cccc(Br)c1	0.41	-0.4
O=C1CCC(C(=O)Nc2cccc(S(=O)(=O)Nc3ccccc3F)c2)=NN1	x	-2.6
O=C(Nc1ccccc1)C1=C[C@H](C2CC2)C[C@H](OCCCCO)O1	-0.03	1.4
CCC(C)(C)NC(=O)C(OC(=O)c1ccco1)c1ccccc1F (stereo not given)	1.02	-1.0
CCOC(=O)[C@H]1[C@H]2COc3cc(OC)ccc3[C@@H]2N2C(=O)N(c3cccc(Cl)c3)C(=O)[C@@]12C	0.56	-1.4
COc1cc2c(cc1OC)C(=O)Cc1ccc3c(c1CN(C)CC2)OCO3	-0.92	-0.2
O=C(CN1CCN(c2ncccn2)CC1)N1CCCC1	1.78	-1.7
O=C(CSCc1cc(=O)[nH][nH]1)Nc1ccc(F)cc1	0.08	-0.1
Cc1cc(C)c2c(=O)[nH]c(SCC(=O)c3ccc(C(C)C)cc3)nc2n1	0.26	-0.4
CCCc1nc(SCC(=O)Nc2nnc(CC)s2)c2c(=O)n(C)c(=O)n(C)c2n1	-1.1	-0.4
COc1ccc(C2=NS(=O)(=O)N(C)C(C(=O)NCc3ccc(F)cc3)=C2)cc1OC	-1.41	-1.0
Cc1cccc(C)c1NS(=O)(=O)c1ccc2c(c1)C(=O)c1ccccc1C2=O	-0.48	0.8
CCCCCC(=O)NC(=S)NC1C2CC3CC(C2)CC1C3 (stereo not given)	0.54	-1.3
COc1cccc(OCCCCCCN2CCOCC2)c1	0	0.0
CCCS(=O)(=O)N1CCC(C(=O)NCCCOC)CC1	-0.06	-0.7
CCn1cnc2scc(-c3ccc(OC)cc3)c2c1=O	1.19	1.2
Cn1c(CN2CCCCC2)nc2cc(NC(=O)c3cccc(Br)c3)ccc21	-0.34	0.3
COc1ccc(C(=O)N2CC3(C)CC2CC(C)(C)C3)cc1OC (stereo not given)	0.24	-0.6
COC(=O)CN1C(=O)COc2ccc(S(=O)(=O)N3CCCCCC3)cc21	-1.06	-0.1
O=C(CCOc1ccccc1)Nc1ccccc1F	-0.91	0.5
CCC1(CC)NC(=S)N(Nc2ccccc2)C1=O	-1.57	-0.2
COCCNC(=O)c1cccc(C)c1[N+](=O)[O-]	-0.64	-1.1
COC/C=C/C1=CC2=CC(=O)C(C)(OC(=O)c3cnc4ccccc4n3)C(=O)C2=CN1C(CO)CO (stereo not given)	-0.59	-0.7
C#CCNC(=O)C1=C[C@H](c2cn(C(C)=O)c3ccccc23)[C@@H](CCCO)[C@H](OCC)O1	0.05	-0.8
CSc1nc2ccccc2c(=O)n1C1CCOC(C)(C)C1 (stereo not given)	1.21	-0.2
Fc1ccc(-[n+]2nc(Nc3ccccc3)sc2-c2cccc(Cl)c2Cl)cc1	-1.36	0.5
CCC(C)N(C(=O)CCC(=O)Nc1cc(C)on1)C(C(=O)NC(C)(C)C)c1ccccc1Cl (stereo not given)	-1.43	1.8
CN1C(=O)CSc2ccc(C(=O)O)cc21	0.05	0.1
CCN(C(=O)COC(=O)c1cc(S(=O)(=O)N2CCc3ccccc32)ccc1OC)C1CCS(=O)(=O)C1 (stereo not given)	0.04	-0.6
CCCCCCC(=O)N=Nc1c(O)[nH]c2ccc([N+](=O)[O-])cc12	-1.24	-0.3
CC(O)c1nc(C(C)O)n(CC(=O)c2ccccc2)n1 (stereo not given)	-0.15	-0.2
COc1ccc(C(=O)Nc2ccc(N3CCCCC3)cc2)cc1Br	-1.5	-2.2
COc1ccc(C)cc1S(=O)(=O)N1CCOCC1	-0.41	-1.2
Cc1ccc(S(=O)(=O)Nc2c(O)c3ccccc3oc2=O)cc1C	0.01	0.6
CCOC(=O)NC(=O)c1cn(N(C)c2ncc(C(F)(F)F)cc2Cl)c(=O)[nH]c1=O	0.71	-1.7
